# Screens deposited in PubChem by Broad Institute.
# C diff growth – blocks growth of Clostridium difficile | 0.25% of 86,000 active | AID 1259249 | growth activity, negative = inhibition, % at 16 µg/mL (by protocol) | Clostridium difficile clinical isolate growth, OD600, 24 h; hits give low values;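 active = mean growth activity at or below -80% and every replicate also at or below -80%; inconclusive = mean at or below -80% but some replicate above -80%; inactive = mean growth activity above -80%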;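 also: 0% = DMSO wells and -100% = levofloxacin 16 µg/mL wells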
# T cruzi growth – blocks T. cruzi growth in NIH3T3 culture; T. cruzi beta-gal in NIH3T3, GalScreen luminescence, 90 h; inhibition, % at 8.34 µM; 5.9% of 77,000 active;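 active = mean inhibition above about 93%, with at least 55% of replicates each passing it, limit read from the data, passing the limit was not always enough; inconclusive = only one of those two conditions holds; inactive = neither condition holds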
# GASC1 inh – inhibitors of human demethylase GASC-1 KDM4C | Q9H3R0 | GST-KDM4C 2-372, H3K9me3 peptide, LANCE TR-FRET | inhibition, % at 12.5 µM | 0.15% of 96,000 active | AID 720574;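 active = mean replicate inhibition above about 25%, with at least 55% of replicates also reaching it, limit read from the data, passing the limit was not always enough; inconclusive = only one of those two conditions met; inactive = neither condition met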
# Target sequence (Q9H3R0 2-372 limits assumed): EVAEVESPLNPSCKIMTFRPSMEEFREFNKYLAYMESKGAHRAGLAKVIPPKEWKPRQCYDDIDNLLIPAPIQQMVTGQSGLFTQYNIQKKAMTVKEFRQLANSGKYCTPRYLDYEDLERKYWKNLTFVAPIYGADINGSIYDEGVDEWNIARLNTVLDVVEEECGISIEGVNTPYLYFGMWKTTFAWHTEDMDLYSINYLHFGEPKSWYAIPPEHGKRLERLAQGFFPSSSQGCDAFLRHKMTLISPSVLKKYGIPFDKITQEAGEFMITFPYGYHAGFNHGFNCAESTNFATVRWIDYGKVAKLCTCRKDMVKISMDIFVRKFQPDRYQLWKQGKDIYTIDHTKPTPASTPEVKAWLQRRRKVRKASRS
#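 Assay system: GST-GASC-1 enzyme fragment 2-372 | Amount: 10 nM enzyme | Medium: HEPES buffer, pH 7.5, plus ascorbate | Reagent: H3K9me3 peptide substrate, Fe(II), 2-oxoglutarate | Doses: Single-point compound screen | Incubation: 30 min demethylation and 1 h detection at room temperature | Measured by: LANCE TR-FRET, excitation 340 nm, emissions 618 and 671 nm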
# Pf Dd2 growth – blocks growth of Plasmodium falciparum Dd2 parasites; P. falciparum Dd2 growth, SYBR Green, 72 h; hits give low values; activity change, % at 10 µM; 2.3% of 94,000 active; AID 1159554; in the data active = activity change below about -80%; inconclusive = no clear call, values can overlap the other calls
# Starred values were filed as active, the others as inactive; ? = inconclusive; . = no result given; & = joins results of further samples. Outcome played no part in choosing rows. Share with any hit: about 6.8%.
nr	canonical_smiles	C diff growth	T cruzi growth
1	CC(C)NC(=O)N[C@@H]1CC[C@@H](CCNS(=O)(=O)c2ccc(Cl)cc2)O[C@@H]1CO	-1	-23
2	COc1ccc(S(=O)(=O)Nc2ccc3c(c2)OC[C@H](C)NC[C@@H](C)[C@@H](OC)CN(C)C3=O)cc1	.	-60
3	COc1ccc(CN(C)C[C@@H]2OCCCC[C@H](C)Oc3ccc(NC(=O)Cc4ccccc4)cc3C(=O)N([C@H](C)CO)C[C@H]2C)cc1	1	89
4	CC(C)CC#Cc1cnc2c(c1)C(=O)N([C@H](C)CO)C[C@@H](C)[C@H](CN(C)Cc1ccc3c(c1)OCO3)O2	5	51
5	C[C@@H]1CN([C@@H](C)CO)C(=O)c2cc(NC(=O)Cc3ccccc3)ccc2O[C@@H](C)CCCCO[C@@H]1CN(C)C(=O)Cc1ccccc1	-3	16
6	C[C@H]1CN([C@@H](C)CO)C(=O)Cc2cc(NC(=O)Cn3cnnn3)ccc2O[C@H]1CN(C)Cc1ccc(C(=O)O)cc1	-1	-7
7	C[C@@H]1CCCCO[C@H](CN(C)S(=O)(=O)c2cn(C)cn2)[C@@H](C)CN([C@@H](C)CO)C(=O)c2cc(NC(=O)c3ccncc3)ccc2O1	-6	29
8	CC(C)NC(=O)N[C@@H]1CC[C@@H](CC(=O)N2CCCCC2)O[C@H]1CO	.	7
9	CCCNC(=O)[C@@H]1[C@@H](CO)[C@@H]2Cn3c(ccc(-c4ccccc4)c3=O)[C@@H]2N1CC	4	0
10	O=C(NCc1ccccc1)[C@H]1[C@H](CO)[C@H]2Cn3c(cccc3=O)[C@H]2N1Cc1ccccc1F	3	-7

nr	GASC1 inh	Pf Dd2 growth
1	1.8	-10
2	1.3	7
3	-0.6	-72
4	10	-47
5	0.6	-56
6	-0.5	13
7	-3.4	34
8	-2.1	40
9	11	4
10	15	.

# Continuation:
nr	canonical_smiles	C diff growth	T cruzi growth
11	CN1CCN(C(=O)C[C@@H]2CC[C@H]3[C@@H](COC[C@@H](O)CN3S(=O)(=O)c3cccc(Cl)c3)O2)CC1	.	-25
12	COCC(=O)N1CC2(C1)[C@H](c1ccc(C3=CCCC3)cc1)[C@H](CO)N2C(=O)COC	-10	.
13	COc1ccc(S(=O)(=O)Nc2ccc3c(c2)C(=O)N([C@H](C)CO)C[C@H](C)[C@@H](CN(C)S(=O)(=O)c2ccccc2)OCCCC[C@H](C)O3)cc1	3	.
14	COc1ccc(-c2cnc3c(c2)C(=O)N([C@H](C)CO)C[C@H](C)[C@@H](CN(C)S(C)(=O)=O)O3)cc1	-9	67
15	Cn1cnc(S(=O)(=O)N2CCCCN3[C@H](C2)[C@@H](c2ccc(-c4ccccc4F)cc2)[C@@H]3CO)c1	-9	19
16	COC(=O)[C@H]1[C@H](CO)[C@H]2Cn3c(cccc3=O)[C@H]2N1CC1CCCC1	-6	.
17	C[C@@H]1CN([C@@H](C)CO)C(=O)c2cc(NS(=O)(=O)c3cn(C)cn3)ccc2O[C@@H]1CN(C)CC1CCCCC1	-3	-9
18	C[C@H](CO)N1C[C@H](C)[C@@H](CN(C)Cc2ccc(C(F)(F)F)cc2)OCCCC[C@H](C)Oc2ccc(NC(=O)C3CCCCC3)cc2C1=O	14	?
19	C[C@@H]1CN([C@@H](C)CO)C(=O)c2cccc(NC(=O)c3ccncc3)c2O[C@@H]1CN(C)S(=O)(=O)c1cccs1	3	50
20	C[C@@H]1CN([C@H](C)CO)C(=O)c2cccc(NC(=O)C3CCOCC3)c2O[C@H]1CN(C)S(=O)(=O)c1cccs1	3	107

nr	GASC1 inh	Pf Dd2 growth
11	-0.5	-2
12	0.4	-2
13	-2.9	-56
14	-0.1	-7
15	0.4	17
16	10	7
17	1.6	2
18	21	20
19	-0.3	-36
20	-1.9	-3

# (next part)
nr	canonical_smiles	C diff growth	T cruzi growth
21	COc1cccc(S(=O)(=O)N[C@H]2CC[C@@H](CC(=O)NCc3ccccc3)O[C@H]2CO)c1	-7	23
22	CS(=O)(=O)N1[C@H](C#N)[C@H](c2ccc(C#CC3CCCCC3)cc2)[C@@H]1CO	-16	?
23	C[C@@H]1CN([C@@H](C)CO)C(=O)c2cc(NC(=O)Cc3ccccc3)ccc2O[C@@H](C)CCCCO[C@@H]1CN(C)CC1CCCCC1	16	72
24	C[C@@H]1CCCCO[C@@H](CN(C)S(C)(=O)=O)[C@@H](C)CN([C@@H](C)CO)C(=O)c2cc(NC(=O)Cc3ccccc3)ccc2O1	-4	12
25	COc1ccc(S(=O)(=O)Nc2ccc3c(c2)C(=O)N([C@H](C)CO)C[C@@H](C)[C@H](CN(C)CC2CCCCC2)OCCCC[C@@H](C)O3)cc1	5	92
26	CCCC(=O)Nc1ccc2c(c1)C(=O)N(C)[C@@H]1CC[C@H](CC(=O)NCC3CC3)O[C@@H]1CO2	-4	25
27	O=C(Cc1ccccc1)N1C[C@H]2[C@@H](c3ccccc31)[C@@H](CO)N2C(=O)C1CC1	-3	17
28	O=C(C1CCC1)N1CCCCN2[C@H](C1)[C@H](c1ccc(C#CC3CCCC3)cc1)[C@@H]2CO	12	103*
29	COc1ccc(S(=O)(=O)Nc2cccc3c2O[C@@H](CN(C)S(=O)(=O)c2ccc(Cl)cc2)[C@H](C)CN([C@H](C)CO)C3=O)cc1	27	16
30	COc1ccc(NC(=O)N(C)C[C@H]2Oc3c(NS(=O)(=O)c4ccccc4)cccc3C(=O)N([C@H](C)CO)C[C@H]2C)cc1	.	0

nr	GASC1 inh	Pf Dd2 growth
21	-3.5	5
22	-0.2	-42
23	3.1	-60
24	1.6	-29
25	0.4	-78
26	2.6	16
27	6.0	-11
28	.	15
29	-0.8	16
30	0.2	-69

# Remaining list, next part.
nr	canonical_smiles	C diff growth	T cruzi growth
31	Cc1ccc(-c2ccc3c(c2)O[C@@H](CN(C)S(C)(=O)=O)[C@@H](C)CN([C@@H](C)CO)S3(=O)=O)cc1	-3	91
32	Cn1cnc(S(=O)(=O)N2CCCCN3[C@H](C2)[C@@H](c2ccc(-c4ccc(F)cc4)cc2)[C@@H]3CO)c1	-13	23
33	C[C@H](CO)N1C[C@H](C)[C@@H](CN(C)C)Oc2cc(/C=C/c3ccccc3)ccc2S1(=O)=O	2	85
34	C[C@H]1CN([C@@H](C)CO)C(=O)Cc2cc(NC(=O)Nc3ccc4c(c3)OCO4)ccc2O[C@H]1CN(C)C(=O)Nc1ccc(F)cc1	-10	-12
35	O=C(c1ccncc1)N1C[C@@H]2[C@H](c3ccccc31)[C@@H](CO)N2C(=O)Nc1ccc(F)cc1	0	30
36	CN1C(=O)c2cc(NC(=O)C3CCOCC3)ccc2OC[C@@H]2O[C@H](CC(=O)NCC3CCCCC3)CC[C@@H]21	-7	-4
37	CC(=O)N(C)C[C@@H]1Oc2cc(C#Cc3ccccc3F)ccc2S(=O)(=O)N([C@@H](C)CO)C[C@H]1C	-13	40
38	O=C(C[C@H]1C[C@@H]2c3cc(NC(=O)c4cccnc4)ccc3O[C@@H]2[C@H](CO)O1)NC1CCCC1	1	.
39	COc1ccc(S(=O)(=O)N(C)C[C@@H]2Oc3c(NC(=O)c4nc5ccccc5s4)cccc3C(=O)N([C@@H](C)CO)C[C@H]2C)cc1	.	49
40	C[C@H]1CN([C@@H](C)CO)S(=O)(=O)c2ccc(Br)cc2O[C@@H]1CN(C)S(=O)(=O)c1ccccc1	7&2	.

nr	GASC1 inh	Pf Dd2 growth
31	0.0	-19
32	0.0	38
33	-1.9	4
34	1.4	28
35	-1.0	-1
36	-1.1	.
37	2.1	-34
38	-1.6	-22
39	-2.6	-54
40	-1.6	27&8

# The listing continues.
nr	canonical_smiles	C diff growth	T cruzi growth
41	CCCC(=O)Nc1ccc2c(c1)C(=O)N(C)C[C@@H](OC)[C@H](C)CN(Cc1ccc(-c3ccccn3)cc1)[C@H](C)CO2	.	.
42	CS(=O)(=O)Nc1ccc2c(c1)[C@@H]1C[C@H](CC(=O)N3CCOCC3)O[C@@H](CO)[C@@H]1O2	1	-11
43	CN1c2ccc(-c3cccc(C#N)c3)cc2[C@H]2[C@H](CCN2C(=O)C2CCCCC2)[C@H]1CO	-2	.
44	CN(C)CC#Cc1ccc([C@H]2[C@@H](CO)N3C(=O)CN(C(=O)c4ccc(F)cc4)C[C@@H]23)cc1	-24	.
45	CC(C)(C)[S@@](=O)N1Cc2cc(C(=O)NCc3ccc4c(c3)OCO4)nc(-c3cccc(-c4cccnc4)c3)c2[C@H]1CCO	.	62
46	Cc1ccc(S(=O)(=O)N(C)C[C@@H]2OCc3cn(nn3)CCCC(=O)N([C@H](C)CO)C[C@@H]2C)cc1	.	20
47	O=C(C[C@H]1C[C@@H]2c3cc(NC(=O)Nc4ccccc4)ccc3O[C@@H]2[C@@H](CO)O1)NCc1ccccc1	2	91
48	COc1ccccc1C#Cc1ccc([C@H]2[C@@H](CO)N3CCCCN(CCC(F)(F)F)C[C@@H]23)cc1	42	87
49	C[C@H](CO)N1C[C@H](C)[C@@H](CN(C)CC2CCCCC2)Oc2ccc(NS(=O)(=O)c3ccc(F)cc3)cc2C1=O	2	14
50	O=C(c1ccccn1)N1CC[C@H]2[C@H](CO)Nc3ccc(C#Cc4cccnc4)cc3[C@H]21	3	77

nr	GASC1 inh	Pf Dd2 growth
41	-0.6	-31
42	1.0	11
43	-7.4	-60
44	1.2	18
45	1.5	-59
46	2.4	15
47	1.4	-52
48	-3.2	-29
49	0.5	14
50	-2.3	-20

# (cont.)
nr	canonical_smiles	C diff growth	T cruzi growth
51	C[C@H](CO)N1C[C@H](C)[C@H](CN(C)S(=O)(=O)c2ccccc2)Oc2ccc(NC(=O)CCCCCC(=O)Nc3ccccc3N)cc2CC1=O	11	35
52	COC(=O)C[C@H]1CC[C@@H]2[C@@H](COc3ccc(NS(=O)(=O)c4ccccc4Cl)cc3C(=O)N2C)O1	-7	7
53	COC(=O)C[C@H]1CC[C@H]2[C@@H](COc3ccc(NC(=O)Nc4c(C)noc4C)cc3C(=O)N2C)O1	-1	15
54	O=C(c1ccncc1)N1CC(=O)N2[C@H](C1)[C@H](c1ccc(-c3cccnc3)cc1)[C@@H]2CO	1	.
55	C[C@H]1CN([C@@H](C)CO)C(=O)c2ccccc2-c2ccccc2CO[C@H]1CN(C)Cc1ccc(Oc2ccccc2)cc1	22	.
56	C[C@@H]1CCCCO[C@@H](CN(C)C(=O)c2ccccc2)[C@H](C)CN([C@H](C)CO)C(=O)c2cc(NC(=O)c3ccccc3)ccc2O1	3	53
57	COc1ccc(C#Cc2ccc([C@H]3[C@H](CO)N4CCCCN(C(=O)Nc5cccc(F)c5)C[C@@H]34)cc2)cc1	-79	72
58	C/C=C/c1ccc([C@@H]2[C@@H](CO)N(C(=O)C3CC3)[C@H]2CN(C)C(=O)C2CC2)cc1	-6	7
59	COc1ccc(NC(=O)Nc2ccc3c(c2)C(=O)N([C@@H](C)CO)C[C@H](C)[C@@H](CN(C)Cc2ccc(C(F)(F)F)cc2)O3)cc1	-3	55
60	O=C(C1CC1)N1C[C@H]2[C@@H](c3ccccc31)[C@@H](CO)N2S(=O)(=O)c1ccccc1	7	23
61	C[C@@H]1CCCCO[C@H](CN(C)C(=O)Nc2ccc(F)cc2)[C@H](C)CN([C@@H](C)CO)C(=O)c2cc(NS(C)(=O)=O)ccc2O1	2	26
62	N#C[C@@H]1[C@@H](c2ccc(C3=CCCCC3)cc2)[C@H](CO)N1C(=O)Cc1ccncc1	1	55
63	CN(C)C(=O)c1ccc(-c2ccc3c(c2)[C@H]2[C@H](CCN2C(=O)C2CCOCC2)[C@H](CO)N3C)cc1	0	86

nr	GASC1 inh	Pf Dd2 growth
51	2.0	-74
52	1.8	.
53	1.7	2
54	-0.7	2
55	-2.2	-87*
56	-0.2	-54
57	.	-64
58	1.3	-40
59	-0.7	11
60	-4.1	-10
61	0.6	-13
62	3.6	-9
63	1.9	9

# Reformatted as labelled records: part of the list above.
(57) COc1ccc(C#Cc2ccc([C@H]3[C@H](CO)N4CCCCN(C(=O)Nc5cccc(F)c5)C[C@@H]34)cc2)cc1
  C diff growth = -79
  T cruzi growth = 72
  GASC1 inh = .
  Pf Dd2 growth = -64
(54) O=C(c1ccncc1)N1CC(=O)N2[C@H](C1)[C@H](c1ccc(-c3cccnc3)cc1)[C@@H]2CO
  C diff growth = 1
  T cruzi growth = .
  GASC1 inh = -0.7
  Pf Dd2 growth = 2
(61) C[C@@H]1CCCCO[C@H](CN(C)C(=O)Nc2ccc(F)cc2)[C@H](C)CN([C@@H](C)CO)C(=O)c2cc(NS(C)(=O)=O)ccc2O1
  C diff growth = 2
  T cruzi growth = 26
  GASC1 inh = 0.6
  Pf Dd2 growth = -13
(62) N#C[C@@H]1[C@@H](c2ccc(C3=CCCCC3)cc2)[C@H](CO)N1C(=O)Cc1ccncc1
  C diff growth = 1
  T cruzi growth = 55
  GASC1 inh = 3.6
  Pf Dd2 growth = -9
